KCC2 mod = KCC2 cotransporter modulators, thallium flux, primary screen, cell-based, HEK293 KCC2, FluoZin-2 fluorescence, MLSMR; Solute carrier family 12 member 5 (Homo sapiens), Q9H2X9; KCC2 cells, thallium flux FluoZin-2 fluorescence; B-score of Tl+ flux slope (higher = more flux/activation; lower = inhibition) at 10 µM; 190,000 compounds, 2.2% hits;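 active = thallium flux slope and its plate-corrected score both differing from the plate sample mean at a set confidence after two filtering rounds, in either direction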;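 note: slope of fluorescence scaled to starting intensity during 10 to 20 s after thallium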
NCF1 inh = p47phox/p22phox peptide binding inhibitors, primary screen, biochemical, uHTS, NADPH oxidase regulatory subunit; Neutrophil cytosol factor 1 (Homo sapiens), P14598; fluorescence polarization, 2 h; inhibition, % at 24.7 µM; 220,000 compounds, 0.53% hits;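 note: 0% = p47phox with labelled peptide and 100% = labelled peptide alone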
Target sequence (P14598 whole entry, looked up): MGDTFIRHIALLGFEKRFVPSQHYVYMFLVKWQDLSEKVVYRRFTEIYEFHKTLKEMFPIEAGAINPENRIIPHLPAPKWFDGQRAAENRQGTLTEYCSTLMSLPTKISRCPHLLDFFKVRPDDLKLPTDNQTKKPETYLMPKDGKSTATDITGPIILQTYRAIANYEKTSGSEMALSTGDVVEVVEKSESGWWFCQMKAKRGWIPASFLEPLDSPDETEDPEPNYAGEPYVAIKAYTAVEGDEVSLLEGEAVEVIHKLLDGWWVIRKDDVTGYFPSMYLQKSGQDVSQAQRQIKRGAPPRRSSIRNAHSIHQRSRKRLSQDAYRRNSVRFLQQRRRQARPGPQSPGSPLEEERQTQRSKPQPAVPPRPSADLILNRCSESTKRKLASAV
Thrombin inh = human alpha-thrombin inhibitors, primary screen, counter-screen for coagulation protease inhibitor project, biochemical, 1536-well, fluorogenic AMC substrate | 220,000 compounds, 0.26% hits | Prothrombin (Homo sapiens), P00734 | inhibition, % at 5 µM | Boc-VPR-AMC fluorogenic substrate cleavage;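 active = inhibition at or above 40%; inactive = inhibition below 40%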;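 note: 0% = enzyme with no compound and 100% = wells without enzyme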
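Material: human alpha-thrombin protein; Also added: Boc-VPR-AMC substrate, 15 µM final; Timing: enzyme reaction carried out at room temperature; Signal: fluorescence, ex 355 nm, em 460 nm; Measure: % inhibition of thrombin; Controls: enzyme without compound as high, wells lacking enzyme as low.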
Furin inhibitor = human furin inhibitors, primary screen, biochemical, fluorescence intensity; P09958; inhibition, % at 30 µM; 220,000 compounds, 0.061% hits; AID 463115, 2010; purified furin, fluorogenic substrate cleavage; in the data active = inhibition above about 25%; note: inactives centre near -15
Rad51 HR inh = human RAD51 strand exchange inhibitors, primary screen, biochemical, fluorescence; hRad51 DNA strand exchange, fluorescence dequenching; 200,000 compounds, 0.085% hits; inhibition, % at 10 µM; AID 1385, 2008; DNA repair protein RAD51 homolog 1 (Homo sapiens), Q06609;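 active = inhibition above 40% at the single screening dose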;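 note: 0% = DMSO control wells and 100% = blanks with heterologous ssDNA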
Target sequence (Q06609 whole entry, looked up): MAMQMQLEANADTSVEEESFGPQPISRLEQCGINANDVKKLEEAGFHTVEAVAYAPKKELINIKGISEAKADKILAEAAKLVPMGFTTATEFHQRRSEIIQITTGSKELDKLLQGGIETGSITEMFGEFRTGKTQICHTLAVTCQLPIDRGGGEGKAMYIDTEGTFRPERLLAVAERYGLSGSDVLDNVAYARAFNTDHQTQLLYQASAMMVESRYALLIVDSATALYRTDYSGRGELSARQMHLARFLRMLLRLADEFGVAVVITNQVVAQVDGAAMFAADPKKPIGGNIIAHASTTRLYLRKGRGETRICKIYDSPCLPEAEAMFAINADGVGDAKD
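Test system: preformed human Rad51 ssDNA filaments; also added: Donor/quencher-labelled 47-bp dsDNA substrate; doses: 10 µM final, single point; times: 37 °C 15-min filament assembly, 30-min compound preincubation, 15-min exchange; detection: FRET fluorescence dequenching, excitation 485 nm, emission 520 nm; read-out basis: Fluorescence-based percent inhibition, control- and blank-normalised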
KLK5 inh = human KLK5 protease inhibitors, primary screen, biochemical, 1536-well | Kallikrein-5 (Homo sapiens), Q9Y337 | recombinant hK5, fluorogenic AMC substrate cleavage | inhibition, % at 5 µM | 210,000 compounds, 0.59% hits | AID 873, 2007;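 active = inhibition of 40% or more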;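 note: 0% = enzyme controls without compound and 100% = no-enzyme blanks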
eIF4E-4G inh = eIF4E–eIF4G protein interaction inhibitors, primary screen, biochemical, uHTS, TR-FRET, eIF4GI fragment; Eukaryotic translation initiation factor 4E (Mus musculus) + Eukaryotic translation …; TR-FRET eIF4E-eIF4GI(517-606) binding, 2 h; inhibition, % at 21.7 µM; 220,000 compounds, 0.37% hits; AID 782, 2007;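 note: 0% = full FRET control wells and 100% = background wells lacking eIF4GI fragment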
EBV gp42 inh = Epstein-Barr virus gp42 inhibitors, primary screen, biochemical, uHTS, fluorescence polarization | Glycoprotein 42 (Epstein-Barr virus (strain AG876)), Q1HVG2 | Fluorescence polarization binding assay, mP read-out | inhibition, % (tested at 21.74 µM) | 220,000 compounds, 0.42% hits | AID 1085, 2008; in the data active = inhibition above about 50%
Target sequence (Q1HVG2 whole entry, looked up): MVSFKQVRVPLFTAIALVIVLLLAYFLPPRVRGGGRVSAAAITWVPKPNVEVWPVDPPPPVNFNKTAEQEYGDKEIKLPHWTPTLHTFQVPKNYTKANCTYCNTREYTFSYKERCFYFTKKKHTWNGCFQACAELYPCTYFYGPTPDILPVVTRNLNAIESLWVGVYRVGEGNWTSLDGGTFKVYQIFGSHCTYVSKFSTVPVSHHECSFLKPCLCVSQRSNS
14-3-3 Bad inh = inhibitors of 14-3-3 zeta/Bad binding, primary screen, biochemical, TR-FRET, bovine 14-3-3 zeta | 14-3-3 protein zeta/delta (Bos taurus), P63103 | TR-FRET 14-3-3zeta/Dy647-pBad peptide displacement, 1 h | inhibition, % at 21.7 µM | 220,000 compounds, 0.71% hits;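 active = inhibition above about 70%, limit read from the data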;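 note: 0% = full 14-3-3 plus peptide FRET controls and 100% = background without 14-3-3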
An asterisk follows results filed as active; . = not tested or not shown; & = joins results of further samples; [ ] = another dose, or the depositor's remark.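 Rule for the calls, unless noted: active = inhibition above about 30% (limit read from the data); inactive = the rest.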

Screens in order – KCC2 mod, NCF1 inh, Thrombin inh, Furin inhibitor, Rad51 HR inh, KLK5 inh, eIF4E-4G inh, EBV gp42 inh, 14-3-3 Bad inh
O=C(CCCN1C(=O)/C(=C\c2cccs2)SC1=S)NNC(=O)c1cccnc1
 : 1.3, -17, -1, -11, 15, -1, 1, -1, -12
Cc1onc(-c2c(Cl)cccc2Cl)c1C(=O)NCCc1ccc(S(N)(=O)=O)cc1
 : 1, 4, -2, -14[20 µM], 1, -7, 0, 3, -5
COc1ccccc1CC(=O)Nc1cccc(C(=O)NN2C(=O)c3ccccc3C2=O)c1
 : -1, -3, -6, -6, -5, -10, 2, -3, 4
Cn1ccnc1SCC(=O)NC1CCCCC1
 : ., -5, -3, -15, -5, 4, -4, -4, 5
O=C(Nc1nc(-c2ccc3ccccc3c2)cs1)c1ccc(N2C(=O)CCC2=O)cc1
 : -0.15, -5, 4, -11, ., -9, 0[fluorescence artefact?], -4, -1
Cc1ccc(-c2cc(=O)c3cc(Cl)ccc3[nH]2)cc1
 : -0.071, -6, 2, -35, ., 3, 2, -11, 11
O=C(COC(=O)C1CC1)NC(=O)NCc1ccccc1
 : 0.59, -3, -7, -23, 4, -2, 3, -11, -1
COCCOC(=O)C1=C(C)NC2(O)c3ccccc3C(=O)C12O (stereo unspecified)
 : 1, -13, 0, -25, 5, -20, 0, -2, 7
Cc1c(NC(=S)N/N=C/C=C/c2ccccc2)c(=O)n(-c2ccccc2)n1C
 : -0.042, 4, -2, 19, 15, -1, -5, -1, 0
COc1ccc2c(=O)c(-c3cnn(-c4ccccc4)c3)c(C)oc2c1
 : 1.6, 2, -4, -15, -11, -17, 3, -4, 1
O=C(NNC1=C(C(=O)C(F)(F)F)CCC1)c1cccc(Cl)c1
 : ., 6, -3, -28[20 µM], 0, -12, -2, -2, 9
COc1ccc(N=Cc2cc(Cc3ccccc3Cl)cc([N+](=O)[O-])c2O)cc1OC
 : -2.1, -228, 1, -28, -33, -2, 22, 104*, 22
CCOC(=O)N/N=C/c1ccc(Oc2ccccc2)cc1
 : -1.2, -1, -6, -25, 0, -4, 4, -11, -7
CCCn1c2c(c(O)c(C(=O)Nc3nccs3)c1=O)CCCC2
 : -0.81, -13, 101*, -18, 7, 33, -3, 11, -12
Clc1ccc(-c2cnc(Oc3ccccc3)nc2)cc1
 : -1.3, -3, -2, -6[20 µM], 2, -14, -1, -12, 21

One compound at a time (already shown):
Record of O=C(CCCN1C(=O)/C(=C\c2cccs2)SC1=S)NNC(=O)c1cccnc1 : KCC2 mod = 1.3; NCF1 inh = -17; Thrombin inh = -1; Furin inhibitor = -11; Rad51 HR inh = 15; KLK5 inh = -1; eIF4E-4G inh = 1; EBV gp42 inh = -1; 14-3-3 Bad inh = -12
Record of Cc1ccc(-c2cc(=O)c3cc(Cl)ccc3[nH]2)cc1 : KCC2 mod = -0.071; NCF1 inh = -6; Thrombin inh = 2; Furin inhibitor = -35; Rad51 HR inh = .; KLK5 inh = 3; eIF4E-4G inh = 2; EBV gp42 inh = -11; 14-3-3 Bad inh = 11
Record of COc1ccc2c(=O)c(-c3cnn(-c4ccccc4)c3)c(C)oc2c1 : KCC2 mod = 1.6; NCF1 inh = 2; Thrombin inh = -4; Furin inhibitor = -15; Rad51 HR inh = -11; KLK5 inh = -17; eIF4E-4G inh = 3; EBV gp42 inh = -4; 14-3-3 Bad inh = 1

Going on with the list:
Screens in order – KCC2 mod, NCF1 inh, Thrombin inh, Furin inhibitor, Rad51 HR inh, KLK5 inh, eIF4E-4G inh, EBV gp42 inh, 14-3-3 Bad inh
COCCCNC(=O)/C(C#N)=C/c1cc(C)[nH]c1C
 : ., -1, -5, -16, -7, 5, 0, -19, -4
COC(=O)N1CCN(c2ccc(C)cc2)C(C)C1 (stereo unspecified)
 : 0.19, -9, -9, -3, -6, -4, 2, -15, -2
C/C(=N\OCC(=O)NC(C)C)c1cccs1
 : 0.53, -5, -6, -11, 5, -5, -1, 0, -16
O=C(Nc1ccc(Cl)cc1)N[C@@H]1c2c(ccc3ccccc23)OC[C@@H]1CO
 : 0.011, -2, -2, -9[20 µM], -2, -19, 11, -11, 7
O=C(O)CCNC1CCCCC1
 : -0.51, -16, -1, -23, -18, 4, -13, -6, -6
CC(=O)c1ccc(S(=O)(=O)N2CCN(c3ccccc3F)CC2)cc1
 : -1.9, 7, -7, -29, 5, 0, 1, -22, 6
CCN1CCN(C(=S)Nc2ccc(Cl)cc2)CC1
 : -0.0046, -11, 1, -24[20 µM], 5, -4, 10[fluorescence artefact?], -4, -7
N#Cc1cccc(NC(=S)Nc2ccccc2)c1
 : 0.029, -11, -15, -8, 2, -18, -4, 5, -24
COc1ccc(C(=O)N2CCC(C(=O)c3ccc(F)cc3)CC2)cc1
 : -0.092, 3, 14, -13[20 µM], -5, 1, -9, -2, -5[fluorescence artefact?]
CC(C)(C)n1cnc2cc(NCc3cccs3)ccc21
 : -0.45, -5, 2, -8, 18, -4, 2, -3, -3
COc1ccc2c(c1OC)C(=O)OC2C1c2c(cc3c(c2OC)OCO3)CCN1C (stereo unspecified)
 : -1.2&1.7, -8&-5, 1, -6&2, -24&1, -8&-31, -6&-2, -8&-16, -3&-5
O=C(NCCCn1ccnc1)c1cnn2c1NC(c1ccccc1)CC2C(F)(F)F (stereo unspecified)
 : 0.57, -19, 3, -2[20 µM], 5, -17, -1, -12, 1
CC(C)(C)c1nnc(NC(=O)Nc2ccc(Cl)cc2)s1
 : -0.25, -6, -7, -29, 13, 0, -1, -8, 3
O=C(COC(=O)CC1CC2CCC1C2)NC(=O)NC1CCCC1 (stereo unspecified)
 : -1, 4, 1, -14, 12, 1, 0, -15, -7
Cc1ccc(-n2[nH]c(C)c(/C=N/NC(=O)c3cccc([N+](=O)[O-])c3)c2=O)cc1C
 : 0.31, -4, -3, -14, -7, -62, 0, -3, -2

Next part
SMILES,KCC2 mod,NCF1 inh,Thrombin inh,Furin inhibitor,Rad51 HR inh,KLK5 inh,eIF4E-4G inh,EBV gp42 inh,14-3-3 Bad inh
O=C(O)c1cccc(Nc2ncnc3ccc(Br)cc23)c1,0.013,10,-3,-5,4,1,0,-7,7
CCOc1ccc(NC(=O)COC(=O)c2ncc(Cl)c(Cl)c2Cl)cc1,0.17,-6,-4,-8,5,-13,-2,-2,-7
CCOC(=O)C1CCN(C(=O)Nc2cccc(Cl)c2)CC1,-0.34,9,4,-11[20 µM],-4,1,-4,-2,-1[fluorescence artefact?]
Cc1cc(C(=O)Nc2ccc(S(=O)(=O)N3CCCC3)cc2)no1,-0.42,-2,-5,-12,-4,-7,-1,5,-6
COc1ccc(NC(=O)NCCCN2CCc3ccccc3C2)cc1,-1.7,3,1,-6,-3,-9,1,-11,5
COc1ccc2cc(Br)ccc2c1CC(=O)NC1CC(C)(C)NC(C)(C)C1,.,-20,-5,-21[20 µM],0,-12,1,-2,6
Cc1[nH]n(-c2ccccc2)c(=O)c1/C=C1\C=NN=C1c1ccccc1,1.1,10,2,-4,6,6,-6,4,0
COC(=O)c1ccc(Cl)c(NC(=O)CN(c2ccc(OC)c(OC)c2)S(C)(=O)=O)c1,1.1,-3,-2,-10,-5,-9,1,-1,-21[fluorescence artefact?]
CSc1ccccc1NC(=O)c1cc2ncc(Br)cn2n1,0.27,-23,1,1,-4,-20,9,2,25
CC(=O)Cn1c(N2CCC(Cc3ccccc3)CC2)nc2c1c(=O)[nH]c(=O)n2C,-0.44,-18,2,4,-13,-20,6,-14,-3
Cc1[nH]c2ccccc2c1SCC(=O)O,0.26,-17,-2,-19[20 µM],-11,-16,5,-13,-4
O=C(Oc1ccccc1-c1nnco1)c1ccc(Cl)cc1,-0.5,-6,-3,-11[20 µM],-5,-5,1,-1,-2
CCc1ccc(C(=O)CSc2n[nH]c(-c3ccncc3)n2)cc1,.,-4,4,-14[20 µM],-5,-17,4,-23,-13
CCc1cc(C(=O)N2CCCC(CCC(=O)N3CCN(c4ccccn4)CC3)C2)no1 (stereo unspecified),-1,-4,-5,-10,-4,17,6,-7,-8
Cc1ccc(/C=N/NC(=O)c2cccc(S(=O)(=O)Nc3ccccc3Cl)c2)s1,0.18,-14,-1,11,-5,-8,1,4,-11
Cc1ccc(/C=N/NC(=S)Nc2cccc(S(=O)(=O)N(C)C)c2)o1,12*,-8,-4,3,15,-12,-5,-1,-10
CCC(Oc1ccccc1)C(=O)Nc1ccccn1 (stereo unspecified),0.47,-2,-2,-10[20 µM],3,-28,2,7,26
C=C1CCN([C@H](C(=O)NCc2ccc(Cl)c(Cl)c2)C(C)C)S(=O)(=O)c2ccccc21,-0.085,-6,3,-4,-2,2,-3,-18,0
CN(C(=O)COC(=O)c1cc(NS(=O)(=O)c2cc([N+](=O)[O-])ccc2Cl)ccc1O)C1CCCCC1,-1.5,-9,-3,-30,.,-14,-7[fluorescence artefact?],1,7
Cc1cc(C(=O)COC(=O)CNC(=O)c2ccccc2)c(C)n1CC1CCCO1 (stereo unspecified),0.62,0,3,-11,.,-3,23,-11,-7
COc1ccc(O)c(CNc2ccccc2F)c1,-0.02,-1,-14,3,-1,-2,5,-2,-12
O=C(Nc1ccccc1)N1CC=C(c2ccccc2)CC1,-0.41,-16,0,-16[20 µM],-4,-12,-6,-9,-2
CC(=O)N1C(=O)c2cccc3cccc(c23)C(=O)N1C(C)=O,0.003,-34,-6,-17[20 µM],0,-13,1,-17,18
Oc1oc(-c2ccc(Br)cc2)nc1C=Nc1ccc(Br)cn1,0.96,-167,-23,-19,2,-6,2,-21,-5
CN(C(=O)c1c[nH]c(=O)cc1C(F)(F)F)c1ccc(Cl)cc1,.,-16,-3,-15,22,1,4,-14,-2

Looked up by compound from the list above (3):
SMILES,KCC2 mod,NCF1 inh,Thrombin inh,Furin inhibitor,Rad51 HR inh,KLK5 inh,eIF4E-4G inh,EBV gp42 inh,14-3-3 Bad inh
Oc1oc(-c2ccc(Br)cc2)nc1C=Nc1ccc(Br)cn1,0.96,-167,-23,-19,2,-6,2,-21,-5
COc1ccc(O)c(CNc2ccccc2F)c1,-0.02,-1,-14,3,-1,-2,5,-2,-12
CN(C(=O)c1c[nH]c(=O)cc1C(F)(F)F)c1ccc(Cl)cc1,.,-16,-3,-15,22,1,4,-14,-2

The order is random. About 4.7% of those tested had a hit in this group.
